High-throughput results from PubChem.
core dimer inh: HCV core protein dimerization inhibition. TR-FRET GST/Flag-core106 dimerization, 1536-well. inhibition, % at 5 µM. actives 0.33% (n = 300,000). AID 1899;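 active = inhibition above the mean of all tested compounds plus 3 SD, set per screening campaign, cut at about 45% in these data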
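Assay system – GST-tagged and Flag-tagged HCV core protein residues 1-106 · Quantity – core106 proteins, GST 13.5 nM and Flag 17 nM · Benchmarks – unlabelled core106 and no-GST-core106 wells · Read-out basis – percent inhibition of core106 dimerization signal · Detection – time-resolved FRET, ex 340 nm, em 617 and 671 nm · Schedule – 4 h at 22.5 °C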
procasp3 activ: procaspase-3 (human) activation; recombinant procaspase-3 D3A, Ac-DEVD-pNA absorbance 405 nm; actives 0.11% (n = 330,000); activation, % at 8.5 µM;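 active = activation above the mean of all tested compounds plus 3 SD, cut at about 21% in these data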;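 note: 0% = DMSO alone and 100% = DMSO wells spiked with extra 5 µM PC-3 D3A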
Target sequence (P42574 whole entry D9A/D28A/D175A): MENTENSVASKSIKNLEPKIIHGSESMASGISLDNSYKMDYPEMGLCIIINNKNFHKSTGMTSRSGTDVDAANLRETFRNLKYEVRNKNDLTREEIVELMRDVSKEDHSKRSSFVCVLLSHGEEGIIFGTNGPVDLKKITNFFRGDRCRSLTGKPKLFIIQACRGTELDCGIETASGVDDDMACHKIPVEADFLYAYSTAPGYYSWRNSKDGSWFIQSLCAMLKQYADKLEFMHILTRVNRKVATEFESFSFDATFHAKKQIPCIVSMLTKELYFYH
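Assay system – Procaspase-3 D3A mutant · Benchmarks – DMSO low control, extra-enzyme high control · Technique – 405 nm absorbance of p-nitroaniline, reads at 0 and 120 min · Doses – 8.5 µM nominal · Measure – % activation between DMSO and enzyme-spiked controls · Also added – Ac-DEVD-pNA chromogenic peptide substrate · Schedule – 1 h compound preincubation, 2 h substrate hydrolysis at 25 °C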
AHR activator: human AHR activation. P35869. AHR-responsive luciferase reporter cells, luminescence. activation, % at 5 µM. actives 2.5% (n = 320,000). AID 2796; in the data active = activation above about 47%;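 note: 0% = vehicle wells and 100% = reference agonist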
Target sequence (P35869 whole entry, looked up): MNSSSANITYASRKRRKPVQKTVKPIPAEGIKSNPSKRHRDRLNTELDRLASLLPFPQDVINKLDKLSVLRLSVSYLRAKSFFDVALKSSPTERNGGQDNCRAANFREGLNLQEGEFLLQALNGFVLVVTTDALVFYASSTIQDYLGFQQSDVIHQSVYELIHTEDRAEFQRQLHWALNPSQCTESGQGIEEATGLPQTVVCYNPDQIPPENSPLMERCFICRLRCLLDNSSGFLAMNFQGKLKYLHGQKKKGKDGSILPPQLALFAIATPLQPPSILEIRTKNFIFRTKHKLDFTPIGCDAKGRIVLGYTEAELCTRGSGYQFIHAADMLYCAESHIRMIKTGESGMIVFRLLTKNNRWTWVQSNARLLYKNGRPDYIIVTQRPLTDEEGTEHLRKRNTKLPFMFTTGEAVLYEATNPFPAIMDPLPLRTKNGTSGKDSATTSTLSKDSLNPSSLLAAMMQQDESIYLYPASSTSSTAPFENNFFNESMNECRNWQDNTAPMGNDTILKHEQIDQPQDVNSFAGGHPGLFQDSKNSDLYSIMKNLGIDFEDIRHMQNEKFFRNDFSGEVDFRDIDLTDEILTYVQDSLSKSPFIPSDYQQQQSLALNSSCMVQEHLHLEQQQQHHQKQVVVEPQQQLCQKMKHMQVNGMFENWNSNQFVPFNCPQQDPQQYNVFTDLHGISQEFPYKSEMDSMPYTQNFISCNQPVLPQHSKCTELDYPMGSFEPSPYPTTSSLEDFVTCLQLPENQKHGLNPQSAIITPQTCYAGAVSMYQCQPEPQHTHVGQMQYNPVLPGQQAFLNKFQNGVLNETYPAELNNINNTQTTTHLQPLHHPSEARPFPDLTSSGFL
PAFAH2 FP inh: PAFAH2 (human) inhibition; Q99487; recombinant PAFAH2, FP-rhodamine activity probe, fluorescence polarization; inhibition, % at 3.39 µM; actives 0.99% (n = 340,000);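 active = inhibition above the mean over all tested compounds plus 3 SD, cut at about 30% in these data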;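 note: inhibitors block probe labeling of enzyme so polarization drops; 0% = enzyme with DMSO and 100% = wells lacking PAFAH2 protein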
proCasp7 act: counter-screen for procaspase-3 activators: activators of human procaspase-7 | activation, % at 8.5 µM | P55210 | actives 0.093% (n = 330,000) | recombinant procaspase-7, Ac-DEVD-pNA absorbance 405 nm; D23A/D198A/D206A triple mutant, cannot self-cleave; scale: DMSO 0, 5 µM enzyme 100;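 active = percent activation above the screen-wide mean plus 3 SD, cut at about 25% in these data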
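Replicates: singlicate. Assay system: Procaspase-7 triple mutant (PC-7 D3A). Signal: 405 nm absorbance of p-nitroaniline. Times: 1 h preincubation, 2 h reaction. Buffer or medium: Zinc-free HEPES pH 7.4 with 300 mM NaCl, 0.01% Triton X-100. Also added: DEVD-pNA substrate. Benchmarks: DMSO wells as 0%, DMSO with 5 µM added PC-7 as 100%.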
PP5 primary: blocks human protein phosphatase 5 activity. P53041. purified PP5c, OMFP substrate fluorescence. inhibition, % at 6.7 µM. actives 0.18% (n = 320,000). AID 1987;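 active = inhibition above the campaign's mean inhibition across all tested compounds plus 3 SD, cut at about 9.5% in these data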;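 note: 0% = DMSO only and 100% = 100 µM cantharidin control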
PP1 inh: counter-screen for PP5 inhibitors: inhibitors of human PP1-alpha; P62136; purified PP1alpha, OMFP fluorescence; inhibition, % at 6.7 µM; actives 0.9% (n = 320,000);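 active = inhibition above the mean inhibition of all tested compounds plus 3 SD, computed separately for each screening campaign, cut at about 15% in these data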
TPT1 inhibitor: C. albicans TPT1 enzyme inhibition | actives 0.81% (n = 300,000) | recombinant caTPT1, FP RNA substrate dephosphorylation | AID 1962 | inhibition, % at 5 µM;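 active = inhibition above the mean of all tested compounds plus 3 SD, set per screening campaign, cut at about 24% in these data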;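 note: plate controls were DMSO alone for no effect and ferristatin control at 100 nM for full effect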
Fh CTSL1 inh: counter-screen for PFM18AAP inhibitors: inhibitors of F. hepatica cathepsin L1 | recombinant F. hepatica cathepsin L1, Z-Leu-Arg-MCA fluorescence | inhibition, % at 5.96 µM | actives 0.49% (n = 300,000);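 active = inhibition above the mean of all tested compounds plus 3 SD, set per screening campaign, cut at about 17% in these data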;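 note: 0% = plate median of test compound wells and 100% = 1 µM Z-Phe-Ala-diazomethylketone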
* hit, by the source's call; x = no result given.

SMILES | core dimer inh | procasp3 activ | AHR activator | PAFAH2 FP inh | proCasp7 act | PP5 primary | PP1 inh | TPT1 inhibitor | Fh CTSL1 inh
COc1ccc(C2C(C#N)=C(N)N(c3cccnc3)C3=C2C(=O)CCC3)cc1Cn1cc([N+](=O)[O-])cn1 (stereo not drawn) | 14 | 10 | 0 | -6 | -3 | 2.3 | 0 | 37* | -2
Nc1cc(S(=O)(=O)N2CCCCC2)ccc1N1CCCCC1 | x | -4 | 3 | 10 | -5 | 1.2 | 10 | x | x
Cc1nn(CC(=O)Nc2ccccc2)c(=O)c2ccccc12 | 2 | 7 | 6 | 0 | 5 | -1.6 | -3 | 3 | 5
COc1ccc(NC(C)=O)cc1NC(=O)c1cccc(S(=O)(=O)N2CCN(Cc3ccccc3)CC2)c1 | 2 | 11 | 1 | -7 | 1 | 1.1 | -2 | -3 | 8
CCOC(=O)CNC(=O)CSc1nc2sc(C)c(C)c2c(=O)n1C | 4 | -1 | -2 | 11 | 7 | 2.4 | 2 | 3 | 2
CCCCc1cc(=O)oc2cc(C)cc(OC(C)C(=O)NCC3CCC(C(=O)O)CC3)c12 (stereo not drawn) | -1 | -7 | 0 | -1 | -8 | 3.9 | 1 | -1 | 0
Cn1c(=O)[nH]c(=O)c2c1nc(N1CCNCC1)n2Cc1cccc2ccccc12 | 1 | 9 | -2 | 11 | 0 | -0.6 | -4 | -5 | 0
O=C(COC(=O)c1cc2ccccc2cc1O)NC1CCCCC1 | x | -2 | 10 | 48* | 7 | x | x | x | x
Clc1ccc(Cl)c2sc(N3CCCC3)nc12 | -2 | -1 | 26 | -16 | -5 | 0.1 | 1 | 4 | 7
CCOC(=O)C1=C(N)N(c2ccc(N3CCCCC3)cc2)C(=O)C1 | 0 | 4 | -1 | -5 | 6 | -0.1 | -1 | 1 | -1
CC1CC(C)(C)NCc2ccccc21 (stereo not drawn) | -7 | -11 | -2 | 2 | -5 | 0.4 | -1 | -5 | 0
COc1cccc(N2CCN(CC(=O)Nc3nnc(-c4ccccc4)s3)CC2)c1 | 0 | -1 | 16 | 6 | 0 | 3.8 | 2 | 3 | 0
CCc1cccc(CC)c1NC(=S)NCc1nc2ccccc2[nH]1 | -19 | -9 | 6 | 0 | -6 | -3.2 | 0 | 1 | 7
COc1cc(Cl)c(C)cc1NC(=O)CCCN1C(=O)CCC1=O | 0 | -2 | 15 | 1 | -4 | 2.4 | -5 | 1 | -1
O=C(CSc1ccc2c(c1)OCCO2)Nc1ncc(Cl)cc1Cl | 1 | 4 | -1 | 5 | 6 | 0.3 | -3 | -4 | -2
CCC(C(=O)N1CCN(c2ncccn2)CC1)c1ccccc1 (stereo not drawn) | -1 | 7 | 1 | 4 | -3 | -0.7 | 0 | -1 | -1
C=CCNC(=S)N/N=C/c1ccc(N(CC)Cc2ccccc2)cc1 | 9 | 24* | 22 | -4 | 37* | 4.9 | 10 | 0 | 4
Cn1c(=O)c2cc(S(=O)(=O)NCCC(=O)N3CC=C(c4ccccc4)CC3)ccc2n(C)c1=O | 3 | 2 | 0 | 13 | 8 | -2.9 | 3 | -3 | 0
Cc1ccc(NC(=O)CCC(=O)c2ccc(Cl)s2)nc1 | x | 3 | 6 | 11 | 13 | -0.7 | -5 | x | x
CCn1ncc([N+](=O)[O-])c1C(=O)Nc1ccc(C)c(C)c1 | -3 | 0 | 5 | 1 | -7 | 0.8 | 2 | 1 | -5
Cc1occc1C(=O)NCCCc1ccccc1 | -5 | 6 | 3 | 1 | 0 | 2.6 | 1 | -2 | -3
O=C(O)C1=C[C@H](c2ccccc2)C[C@H](OCCCCO)O1 | 11 | 5 | 2 | 3 | -1 | 4.6 | 1 | 0 | 1
CCCc1cc(NC(=O)COC(=O)c2ccc(O)cc2O)n(-c2ccccc2)n1 | x | -6 | 4 | 5 | -7 | x | x | x | x
CCOc1cc(N2CCOCC2)c(OCC)cc1NC1=NCCCCC1 | -6 | 4 | 2 | 3 | 3 | -0.9 | -3 | -2 | -1
O=C(NCC1CCN(Cc2ccc(F)cc2)CC1)C1CCCN(c2ncnc3c2nc2n3CCCCC2)C1 (stereo not drawn) | 1 | 4 | 2 | -4 | 0 | 0.6 | 0 | 2 | -2

Shown with two lines to a compound: entries from further up
Every second line gives: core dimer inh	procasp3 activ	AHR activator	PAFAH2 FP inh	proCasp7 act	PP5 primary	PP1 inh	TPT1 inhibitor	Fh CTSL1 inh
Nc1cc(S(=O)(=O)N2CCCCC2)ccc1N1CCCCC1
 : x	-4	3	10	-5	1.2	10	x	x
CCn1ncc([N+](=O)[O-])c1C(=O)Nc1ccc(C)c(C)c1
 : -3	0	5	1	-7	0.8	2	1	-5

TPT1 inhibitor: entries above that show a hit
| SMILES | core dimer inh | procasp3 activ | AHR activator | PAFAH2 FP inh | PP5 primary | TPT1 inhibitor |
| --- | --- | --- | --- | --- | --- | --- |
| COc1ccc(C2C(C#N)=C(N)N(c3cccnc3)C3=C2C(=O)CCC3)cc1Cn1cc([N+](=O)[O-])cn1 (stereo not drawn) | 14 | 10 | 0 | -6 | 2.3 | 37* |

Full records, quoted from the list:
COc1cccc(N2CCN(CC(=O)Nc3nnc(-c4ccccc4)s3)CC2)c1 in the list: core dimer inh = 0; procasp3 activ = -1; AHR activator = 16; PAFAH2 FP inh = 6; proCasp7 act = 0; PP5 primary = 3.8; PP1 inh = 2; TPT1 inhibitor = 3; Fh CTSL1 inh = 0
Cn1c(=O)[nH]c(=O)c2c1nc(N1CCNCC1)n2Cc1cccc2ccccc12 in the list: core dimer inh = 1; procasp3 activ = 9; AHR activator = -2; PAFAH2 FP inh = 11; proCasp7 act = 0; PP5 primary = -0.6; PP1 inh = -4; TPT1 inhibitor = -5; Fh CTSL1 inh = 0
CCn1ncc([N+](=O)[O-])c1C(=O)Nc1ccc(C)c(C)c1 in the list: core dimer inh = -3; procasp3 activ = 0; AHR activator = 5; PAFAH2 FP inh = 1; proCasp7 act = -7; PP5 primary = 0.8; PP1 inh = 2; TPT1 inhibitor = 1; Fh CTSL1 inh = -5

New compounds follow.
SMILES | core dimer inh | procasp3 activ | AHR activator | PAFAH2 FP inh | proCasp7 act | PP5 primary | PP1 inh | TPT1 inhibitor | Fh CTSL1 inh
CCOC(=O)Cn1c(-c2ccc(Cl)nc2)nc2ccccc21 | -4 | -3 | -1 | -11 | -4 | -0.1 | -2 | -2 | 2
CCOC(=O)/C(=N\Nc1cccc(Cl)c1)Sc1nnc(-c2ccc(OC)cc2)n1C | -9 | -9 | 0 | 0 | 0 | -0.5 | 5 | -2 | 6
COc1ccc(N2C(=O)CN(Cc3ccc(OC)c(OC)c3)C2=S)cc1 | 7 | -8 | -3 | 1 | -9 | -1.2 | 1 | -1 | -8
COc1ccc(NC(=O)c2oc3ccccc3c2NC(=O)C2CC2)c(OC)c1 | -1 | 3 | 55* | 7 | 8 | 0.7 | 1 | -3 | -2
COC(=O)CSc1nc(N)nc(C)c1Cl | -5 | -2 | 4 | 5 | 7 | 2.3 | -6 | -3 | 1
CN(C)CC(C)(C)CNC(=O)c1cc(Br)cc(Br)c1O | -1 | 7 | -2 | 3 | 6 | 0.7 | 1 | 3 | -4
O=C(c1cnccn1)N(c1ccccc1)C1(C(=O)NC2CCCC2)CCCCC1 | -1 | 0 | 3 | 1 | 3 | -1.2 | -3 | -6 | 5
COc1ccccc1OCc1ccc(C(=O)N2CCOCC2)o1 | -3 | -5 | 7 | -5 | 7 | -0.7 | 0 | -1 | -4
CC(=O)c1ccc(N(C)C)cc1 | 0 | 9 | -1 | 3 | 4 | 5.1 | 11 | 2 | 4
COC(=O)c1sccc1NC(=O)C1CCCCC1C(=O)O (stereo not drawn) | -2 | -3 | 0 | 2 | 0 | -3.7 | -3 | -3 | 2
CC(C)(O)c1cc2ccccc2c(=O)o1 | x | 5 | 3 | 9 | -2 | x | x | x | x
NS(=O)(=O)c1ccc(NC(=O)C(=O)NCCC(=O)O)cc1 | 0 | 3 | 13 | -6 | -1 | -0.8 | -2 | -3 | 3
CN(Cc1nccn1C)C(=O)c1ccc2nc(Cc3ccccc3F)oc2c1 | 0 | 2 | 1 | -2 | 5 | 0.1 | -7 | 4 | -1
C=CCN1CCN(C(=O)CCc2ccccc2)CC1 | -3 | 3 | -1 | 8 | -2 | 2.7 | -2 | 3 | -1
COc1ccc(N(C(=O)c2cnccn2)C(C(=O)NC2CCCCC2)c2cc(OC)c(OC)c(OC)c2)cc1 (stereo not drawn) | 10 | -1 | -1 | -3 | -1 | -0.1 | -1 | 2 | 0
CN(C)S(=O)(=O)c1ccc(NC(=O)CCCNC(=O)c2ccc(Cl)cc2)cc1 | -3 | -3 | 4 | -3 | 1 | 1.6 | 2 | 3 | -2
Cc1ccccc1NC(=O)CCN1CCc2ccccc2C1 | 7 | -11 | 10 | 6 | 2 | -1.7 | 10 | -1 | -1
COc1ccccc1NC(=O)C(CC=C(Cl)Cl)C(C)=O (stereo not drawn) | 1 | -2 | 6 | 0 | 3 | 3.4 | -3 | -2 | 3
CC(C)c1ccccc1OCCNC(=O)c1cccnc1 | -11 | -10 | 11 | 11 | -3 | 1.8 | 0 | -5 | -3
CC(C)=CCN1CCN(C/C(Cl)=C/c2ccccc2)CC1CCO (stereo not drawn) | -5 | 9 | 0 | -7 | 7 | 1.9 | 0 | -4 | -3
C=CCNC(=S)N1CCN(c2ncc3c(=O)c(C(=O)O)cn(CC)c3n2)CC1 | -3 | 7 | 1 | 7 | -3 | 2.3 | 3 | -1 | 2
CC1(C)Cc2c(c(N3CCOCC3)nc3sc4c(N5CCOCC5)nnnc4c23)CS1 | 2 | -9 | 0 | x | 7 | -0.7 | -3 | 1 | 0
O=C(COC(=O)Cc1cccs1)Nc1ccccc1Cl | -2 | 10 | 0 | 10 | 14 | -0.8 | -3 | 3 | -29
CCCCOc1ccc(C(=O)OC2CC(C)N(C)CC2C)cc1 (stereo not drawn) | -5 | -4 | 3 | -5 | 4 | -0.2 | 10 | 0 | 3
Brc1cccc2sc(N3CCCC3)nc12 | 0 | -1 | 8 | 0 | 13 | 1.5 | 1 | 0 | -1
Continued.
SMILES | core dimer inh | procasp3 activ | AHR activator | PAFAH2 FP inh | proCasp7 act | PP5 primary | PP1 inh | TPT1 inhibitor | Fh CTSL1 inh
C=CCc1cccc(/C=N/NC(=O)COc2ccc(-n3cnnn3)cc2)c1O | 11 | -6 | 8 | -4 | -19 | 0.1 | 10 | 1 | -5
CN1C(C)(C)CC(NC(=O)c2ccco2)CC1(C)C | -4 | 5 | -1 | -2 | 3 | -2.3 | -2 | -4 | -2
COCCCN(C(=O)CCOc1ccc(C(C)(C)C)cc1)c1c(N)n(Cc2ccccc2)c(=O)[nH]c1=O | 1 | 11 | 0 | 0 | 5 | -1.2 | -6 | 0 | 3
O=C(COC(=O)CNC(=O)c1ccc(Cl)cc1)NC1CCCCCC1 | x | 2 | 0 | 4 | -3 | 2.1 | -4 | x | x
CCOCCc1nnc(NC(=O)Cc2ccccc2)s1 | -10 | 1 | 13 | 6 | 10 | -0.2 | 1 | -4 | 4
CCSC(=Nc1ccccc1)Nc1ccccc1 | -3 | 2 | 1 | 12 | -1 | -1.2 | -1 | 17 | -1
